# Source: PubChem
# S-ASM inh: blocks human secretory acid sphingomyelinase | Potency, µM (titrated, usually from 57.5 µM), for the others: at the highest dose activity change, negative = inhibition, actives largely listed as inhibitors | P17405 | placental ASM, HMU-PC fluorogenic substrate, 60 min | actives 0.006% (n = 340,000); note: potency is the fitted concentration of half-maximal effect
#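 HMU-PC0 cleavage (9 uM final) by human placental ASM, 60 min at 37 °C following 10 min compound exposure at RT; stopped at pH 10, fluorescence Ex 386/Em 447 nm.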
# BCR signal inh: chronic active BCR signaling inhibition; AID 493014; Potency, µM (series often up to 46.1 µM), for the others: top-dose ratio change, negative = lower green/red ratio, hits mostly inhibitors; ABC-DLBCL IkBa-CBG/CBR reporter, luminescence ratio, 4 h; actives 0.05% (n = 340,000); active = well fitted inhibition curve with a large enough effect in the signal ratio, with a control signal flat, not every such curve was filed as active; inconclusive = small, poorly fitted or top-dose-only effect, or effect the other way, or a change in a side signal; the % refers to the signal ratio;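 note: potency is the fitted concentration of half-maximal effect; plate controls were basal doxycycline-induced cells for no effect and cells given 10 µM MG132 for full effect; MG132 reads +100%, hits lower the ratio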
#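 Concentration-response series (up to 46 uM) were applied to TMD8 dual-reporter cells for 4 h at 37C with doxycycline. Green/red ratio, after filter-overlap correction, defined %Activity; red signal alone was normalised to basal cells and zero luminescence.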
# TSHR antagonist: blocks TSH signaling through the human TSH receptor | TSHR-expressing cells, TSH-stimulated cAMP HTRF, 2 h; hits give low values | activity change, negative = inhibition, % at 11.5 µM | actives 0.2% (n = 330,000) | AID 504810;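 active = activity change below a set negative limit, meaning inhibition stronger than a set level, cut at about -70% in these data; inconclusive = activity change between two set negative limits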; note: % is set by controls: 0 for no effect and ±100 for the full control effect
#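 Cell-based HTRF cAMP assay; TSHR cells + compound, TSH EC80 (4nM final), 2 h, 37 deg C. Lysis with anti-cAMP cryptate and cAMP-d2, 30 min RT, read 665/620 nm.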
# AT treatment: potential ataxia-telangiectasia treatment; […] A-T fibroblasts, KAP-1 phosphorylation AlphaLISA; neocarzinostatin DNA damage 30 min before lysis; Potency, µM (top dose mostly 57.5 µM), without a hit: at the highest dose activation, hits mostly activators; actives 0.19% (n = 320,000); note: potency is the fitted concentration of half-maximal effect; % of control where 0% means no effect; nearly all actives have a fitted effect of over 45% in size
#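 ATM-like activity read as KAP-1 phosphorylation via AlphaLISA donor/acceptor antibody pairs after lysis and 6 hr at 25C. Cells were ATM-null patient fibroblasts ([…], hTERT), dosed 60 min, then exposed to the DSB inducer NCS for 30 min.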
# Mito fusion act: blocks mitochondrial division or promotes mitochondrial fusion; S. cerevisiae fusion-defective mutant growth rescue, CellTiterGlo 48 h; Potency, µM (titrated, usually from 46.1 µM), for the others: at the highest dose growth rescue (activation), most hits filed as activators; actives 0.23% (n = 320,000); AID 485298;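 note: potency is the fitted concentration of half-maximal effect; % of control where 0% means no effect; nearly all actives have a fitted effect of over 45% in size; temperature-sensitive fusion mutants such as fzo1-1 at 37 °C on non-fermentable ethanol glycerol medium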
#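 Growth-rescue viability read-out: after 48 h at the non-permissive 37C in glycerol/ethanol YPEG, yeast mitochondrial fusion mutants are measured by CellTiterGlo luminescence; compounds (23 nl pinned per well) restoring growth score as division inhibitors or fusion activators.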
# PTAP TSG101 blk: blocks PTAP/TSG101 interaction to inhibit HIV-1 budding | Q99816 | Fluorescence polarization, FITC-PTAP peptide / Tsg101 binding | Potency, µM (series often up to 115 µM), for inactives: top-dose activity change, negative = inhibition, usual class: inhibitors | 340,000 tested, under 10 active | AID 493005; active = well fitted inhibition curve with a large enough effect in the main read-out, with a control signal flat, not every such curve was filed as active; inconclusive = small, poorly fitted or top-dose-only effect, or effect the other way, or a change in a side signal; inactive = no such curve, though single readings can be large or run the other way; note: potency is the fitted concentration of half-maximal effect; % of control where 0% means no effect
# Target sequence (Q99816 whole entry, looked up): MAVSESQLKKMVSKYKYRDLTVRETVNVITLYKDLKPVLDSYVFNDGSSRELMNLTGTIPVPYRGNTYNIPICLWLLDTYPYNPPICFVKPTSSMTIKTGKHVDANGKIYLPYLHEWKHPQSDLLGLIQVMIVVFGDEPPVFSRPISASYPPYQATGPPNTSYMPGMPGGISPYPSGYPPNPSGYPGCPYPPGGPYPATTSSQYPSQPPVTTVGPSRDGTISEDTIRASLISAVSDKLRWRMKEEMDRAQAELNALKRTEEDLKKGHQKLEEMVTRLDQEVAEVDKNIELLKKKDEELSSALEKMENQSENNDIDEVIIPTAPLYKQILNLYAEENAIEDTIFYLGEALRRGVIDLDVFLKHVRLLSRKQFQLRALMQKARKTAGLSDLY
#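 Tsg101 binding domain (10 uM final) was mixed with compound and a FITC-labeled PTAP peptide (50 nM final) in HEPES pH 7.5 buffer with NaCl, Tween 20, EDTA and TCEP; fluorescence polarization was read after 20 min at r.t.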
# TCR activator: activators of T cell receptors. 330,000 tested, under 10 active. Potency, µM (titrated, usually from 9.22 µM), for the others: at the top dose activation of IL-2 secretion, usual class: activators. AID 504894. primary human leukocytes, anti-CD3, IL-2 HTRF, 48 h; note: % of control where 0% means no effect
#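 Activity was scored as IL-2 release from primary human leukocytes given only a TCR signal (a-CD3 beads) plus compound for 48 hr. Detection used a two-antibody HTRF format read at 665nm.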
# ELG1 repair inh: inhibitors of ELG1-dependent DNA repair in HEK293T cells; HEK293T ELG1-luciferase reporter, luminescence, 16 h; DNA damage induced by 5-fluorouridine; Potency, µM (titrated, usually from 46.1 µM), for inactives: at the highest dose activity change, negative = inhibition, usual class: inhibitors; actives 2.3% (n = 330,000); AID 504467; note: potency is the fitted concentration of half-maximal effect; % is set by controls: 0 for no effect and ±100 for the full control effect; nearly all actives have a fitted effect of over 55% in size
#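 Quantitative HTS, concentration-response format. 2,000 cells/well co-treated with 5-fluorouridine and compound, 16 hr in 5% CO2 at 37 °C; ONE-Glo luminescence read after 30 min.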
# a7 integrin act: integrin-mediated muscular dystrophy alleviation activation | alpha7betagal myoblasts, beta-gal FDG fluorescence, 48 h | Potency, µM (series often up to 38.3 µM), for the others: top-dose activation, most hits filed as activators | actives 0.064% (n = 350,000);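 note: potency is the fitted concentration of half-maximal effect; 100% = response of the positive control SU9516; nearly all actives have a fitted effect of over 60% in size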
#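 alpha7betagal+/- myoblasts (passage 13, 250/well) treated 48 h at 37C with compounds at 1:260 dilution of DMSO stock. Lysed, then beta-galactosidase activity read as FDG fluorescence (ex 480/em 540) after 30 min, with pre-read for autofluorescence.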
# Eya2 phos inh: inhibitors of human Eya2 phosphatase activity. Potency, µM (highest dose often 76.9 µM), inactives show at the highest dose activity, negative = inhibition, most hits filed as inhibitors. actives 0.006% (n = 330,000). O00167. recombinant Eya2, OMFP fluorescence dephosphorylation (OMFP is methylfluorescein phosphate). AID 488837; note: potency is the fitted concentration of half-maximal effect; % is set by controls: 0 for no effect and ±100 for the full control effect
# Target sequence (O00167 whole entry, looked up): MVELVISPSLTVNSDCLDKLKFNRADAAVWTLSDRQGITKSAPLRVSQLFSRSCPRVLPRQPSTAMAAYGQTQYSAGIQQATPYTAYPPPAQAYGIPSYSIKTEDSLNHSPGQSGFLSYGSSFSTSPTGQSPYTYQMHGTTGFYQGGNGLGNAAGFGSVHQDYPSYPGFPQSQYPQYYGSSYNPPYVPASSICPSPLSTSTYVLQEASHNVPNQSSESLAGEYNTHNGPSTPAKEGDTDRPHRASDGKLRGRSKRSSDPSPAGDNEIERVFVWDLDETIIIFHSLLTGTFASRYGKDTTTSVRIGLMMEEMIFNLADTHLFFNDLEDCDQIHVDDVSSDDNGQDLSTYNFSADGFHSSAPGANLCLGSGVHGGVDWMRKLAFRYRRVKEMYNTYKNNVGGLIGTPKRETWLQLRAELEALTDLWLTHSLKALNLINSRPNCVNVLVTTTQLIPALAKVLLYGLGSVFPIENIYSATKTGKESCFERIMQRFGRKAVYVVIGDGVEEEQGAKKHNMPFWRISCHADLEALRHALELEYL
#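 Eya2 protein (added as 0.2 uM solution) was preincubated with compound for 10 min at ambient temperature in 50 mM HEPES pH 7.5, 50 mM NaCl, 5 uM MgCl2, 0.05% BSA, 1 mM DTT. OMFP (added at 50 uM) then reacted 10 min; fluorescence read at 485/525 nm.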
# Tb PFK block: inhibitors of T. brucei phosphofructokinase; O15648; T. brucei PFK, ADP-Glo luminescence; Potency, µM (highest dose often 57.5 µM), without a hit: top-dose activity, negative = inhibition, usual class: inhibitors; actives 0.17% (n = 330,000); AID 485367;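 note: potency is the fitted concentration of half-maximal effect; 0% = uninhibited 1x PFK enzyme wells and -100% = no-enzyme wells; nearly all actives have a fitted effect of over 60% in size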
#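 Activity is normalized to no-enzyme wells (full inhibition) and 1.25 nM enzyme wells (no inhibition). Reaction: 0.5 mM F6P, 0.1 mM ATP, 45 min RT, ADP-Glo luminescence; concentration-response curves fitted and classed by quality.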
# Numbers without * were called inactive; u = inconclusive; x = not tested or not shown; [ ] = another dose, or the depositor's remark. Unless noted, calls come from the whole dose curve; as a rule, active = well fitted curve in the direction sought with a large enough effect; inconclusive = small, poorly fitted or top-dose-only effect, or another doubt; inactive = no such curve, though single readings can be large; an effect the other way counts as inactive or inconclusive.
SMILES,S-ASM inh,BCR signal inh,TSHR antagonist,AT treatment,Mito fusion act,PTAP TSG101 blk,TCR activator,ELG1 repair inh,a7 integrin act,Eya2 phos inh,Tb PFK block
CCN1C(=O)[C@H]2[C@@H](c3ccc(C)cc3)N3C(=O)N(c4cccc(Cl)c4)C(=O)[C@@]3(CC(C)C)[C@H]2C1=O,-7%,u,7,3%,6%,-5%,3%,-9%,23%,9%,4%
Cc1c(N=C2SC(CC(=O)Nc3ccccc3)C(=O)N2CCN2CCOCC2)c(=O)n(-c2ccccc2)n1C (stereo not drawn),3%,-13%,-6,1%,3%,0%,13%,8%,7%,-8%,-2%
CCCC12C(=O)C(C)(C(c3ccccc3)=C1c1ccccc1)C1C(=O)N(c3ccc(C)cc3)C(=O)C12 (stereo not drawn),-7%,-4%,-2,3%,-1%,1%,-3%,-1%,-4%,9%,0%
CC1CCCC(NC(=O)COC(=O)c2cc(S(=O)(=O)N3CCCCC3)ccc2N2CCOCC2)C1C (stereo not drawn),-2%,u,2,0%,4%,-10%,-1%,u,-27%,-14%,2%
CC(=O)Nc1ccc(NC(=O)CN(c2cccc([N+](=O)[O-])c2)S(C)(=O)=O)cc1,0%,0%,-6,2%,-1%,1%,2%,u,0%,2%,0%
CCC(=O)N1CCc2cc(-c3csc(NC(=O)c4ccco4)n3)ccc21,56%,u,-29,3%,-4%,-2%,4%,u,32%,7%,-2%
CCCCn1nnnc1SCC(=O)N1CCOCC1,0%,3%,4,-2%,-3%,-5%,2%,8%,-15%,10%,-2%
COCc1nnc(NC(=O)c2ccc(OC)cc2OC)s1,-2%,u,15,2%,-4%,0%,4%,u,u,9%,-23%
Cc1nc2c(C(=O)O)cnn2c(C)c1Cc1ccccc1F,1%,-3%,-10,2%,2%,-4%,0%,-2%,-8%,8%,2%
O=C(Nc1ccccc1-c1ccccc1)c1ccc(NC(=O)c2ccco2)cc1,-7%,1%,-1,0%,27%,-7%,6%,u,5%,22%,-2%

# Individual results from above.
# Value for COCc1nnc(NC(=O)c2ccc(OC)cc2OC)s1 under Mito fusion act: -4%
# Value for CC(=O)Nc1ccc(NC(=O)CN(c2cccc([N+](=O)[O-])c2)S(C)(=O)=O)cc1 under Tb PFK block: 0%

# Further structures.
SMILES,S-ASM inh,BCR signal inh,TSHR antagonist,AT treatment,Mito fusion act,PTAP TSG101 blk,TCR activator,ELG1 repair inh,a7 integrin act,Eya2 phos inh,Tb PFK block
O=S(=O)(NCCCc1ccccc1)c1ccc(F)c(F)c1,-2%,0%,3,2%,-5%,-8%,-2%,-9%,-14%,-5%,6%
COc1ccc(NC(=O)C2CCN(S(=O)(=O)c3cccc4nonc34)CC2)cc1OC,-4%,u,-9,3%,-10%,0%,2%,-2%,-7%,2%,9%
Nc1c(Cl)ncnc1NCc1cccnc1,6%,2%,-1,11%,3%,0%,-11%,-15%,-9%,1%,1%
CN1CCC(N(C)C(=S)Nc2ccc(F)cc2)CC1,-2%,5%,11,-3%,-2%,-2%,-2%,-4%,22%,-13%,-4%
Cc1nc(Sc2nnnn2-c2ccccc2)c(C#N)c(C)c1C,2%,5%,0,7%,12%,0%,3%,0%,18%,8%,-3%
CN(/N=C/c1ccncc1)C1=NS(=O)(=O)c2ccccc21,1%,1%,-1,-3%,-1%,-4%,-7%,-3%,13%,19%,2%
N#Cc1ccc(OCC(O)CS(=O)(=O)c2ccc(F)cc2)cc1 (stereo not drawn),5%,-3%,7,7%,-8%,0%,3%,-2%,8%,-1%,-30%
CC1CCN(C(=O)CCCC(=O)N2CCC(C)CC2)CC1,4%,u,0,6%,1%,-3%,-1%,10%,0%,14%,-1%
COc1ccc(NC(=O)[C@@H]2CCCN2C(=O)c2cccs2)cc1S(=O)(=O)N1CCCCC1,3%,0%,-14,8%,-1%,-4%,x,12%,-42%,-3%,8%
COc1ccc(S(=O)(=O)NCC2CCCN(C(=O)CCC(F)(F)F)C2)cc1 (stereo not drawn),-5%,1%,0,2%,2%,0%,0%,-4%,14%,13%,-1%
COc1cccc(C2C(C(=O)c3cccs3)=C(O)C(=O)N2CCN2CCOCC2)c1 (stereo not drawn),-1%,-2%,4,-7%,-3%,-2%,-1%,9%,2%,11%,0%
Cc1occc1C(=O)NNC(=O)Cc1ccccc1,2%,0%,13,-1%,2%,-6%,-11%,14%,2%,0%,0%
COc1ccc(C)c(S(=O)(=O)Nc2ccc(OCC(=O)O)cc2)c1,-4%,u,37,1%,-8%,0%,1%,u,-3%,13%,-8%
O=C(CSc1ccc(-c2nc3ccccc3[nH]2)cn1)Nc1ccc(S(=O)(=O)N2CCCC2)cc1,-12%,u,-10,2%,1%,0%,1%[46.1 µM],2%,3%,6%,1%
CCOC(=O)CC(=O)CSc1nc2c(sc(=S)n2-c2ccc(OCC)cc2)c(=O)[nH]1,-4%,-2%,-18,0%,u,-5%,3%,-7%,9%,-2%,4%
O=C(CS(=O)CC(=O)N(CC(=O)NC1CCCC1)C1CCCC1)Nc1ccc(F)cc1 (stereo not drawn),6%,0%,2,-6%,4%,1%,1%,3%,13%[7.66 µM],-9%,-6%
Cc1oc2ccc(OCc3cccc(Cl)c3)cc2c1C(=O)O,0%,1%,-8,-3%,u,1%,1%,6%,3%,11%,2%
COc1cccc(NC(=O)CN2CCN(c3nc(-c4cccc(OC)c4)cs3)CC2)c1,-3%,-16%,-6,x,29%,1%,11%[46.1 µM],u,-3%,-3%,-6%
O=C(Nc1ccc2c(c1)OCO2)c1cnn2c1NC(c1ccco1)CC2C(F)(F)F (stereo not drawn),-1%,u,1,2%,0%,-4%,-3%,u,-25%,5%,1%
COc1ccc(/C=C/C(=O)NCCn2c(C)cc3ccccc32)cc1OC,-15%,-6%,6,6%,-1%,-6%,-4%,u,8%,-8%,1%
C=CCOc1cccc(C(=O)/C=C2/C(=O)Nc3ccccc32)c1,-21%,u,-12,0%,25%,-3%,5%,15%,u,0%,-3%
CC(C)(C)OC(=O)N1CCCN(C(=O)Nc2ccccc2)CC1,1%,1%,-2,1%,-3%,-9%,3%,-17%,-1%,8%,-1%
COc1ccc2oc(C(=O)OC(C)C(=O)N3CCC(C)CC3)c(C)c2c1 (stereo not drawn),0%,5%,-19,11%,12%,-2%,-2%,u,1%,-12%,-7%
CC(C(=O)Nc1ccc(Cl)cc1)N(C)Cc1cccs1 (stereo not drawn),-2%,u,-1,7%,-5%,0%,8%,-7%,1%,-3%,0%
Nc1c(N(Cc2ccccc2)C(=O)CCc2ccccc2)c(=O)[nH]c(=O)n1Cc1ccccc1,-3%,-11%,2,-2%,-2%,-4%,3%,2%,9%,-4%,-1%
O=C1N=C2SCCN2/C1=C\c1ccccc1Cl,5%,-9%,-5,12%,0%,-7%,10%,-11%,-29%,-3%,0%[0.46 µM]
CN(c1ccccc1)S(=O)(=O)c1ccc(C(=O)N2CCN(c3ccccc3Cl)CC2)cc1,1%,-1%,-9,7%,x,0%,x,u,-12%,-1%,2%
CC(c1ccccc1)n1c(-c2ccncc2)n[nH]c1=S (stereo not drawn),-1%,-17%,-3,-5%,2%,1%,2%,7%,1%,8%,3%
O=C(NCc1ccco1)c1ccccc1,2%,0%,0,-5%,2%,-1%,4%,-7%,9%,15%,-3%
Cc1ccc(C2=NCCNC2=O)c(C)c1,3%,-4%,-3,6%,2%,-5%,-3%,-1%,1%,-8%,8%
CN(C)S(=O)(=O)c1cccc(NC(=O)CN2C(=O)NC(Cc3c[nH]c4ccccc34)C2=O)c1 (stereo not drawn),8%,-22%,11,2%,2%,-4%,-9%,-15%,44%,-14%,-6%
O=C(CSc1nc2ccccc2s1)c1cc2ccccc2o1,-7%,x,x,x,11%,-1%,0%,x,10%[7.66 µM],x,x
CCOc1ccccc1CNS(=O)(=O)c1ccc2[nH]c(=O)sc2c1,-1%,1%,8,6%,1%,-6%,-4%,-17%,2%,17%,16%
